A549 viability – Nrf2 qHTS screen for inhibitors: counterscreen for cytotoxicity | A549 ARE-Fluc cells, CellTiter-Fluor viability, 18-24 h | Potency, µM (highest dose often 46 µM), inactives show top-dose activity change, negative = cytotoxicity, most hits filed as inhibitors | 390,000 tested, 0.16% active; further: potency means the concentration at half of the fitted maximal effect; on the % scale 0 is the no-effect control and ±100 the full control effect
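A549 ARE_Fluc cells in 5% FBS OPTI-MEM were exposed to compounds in concentration-response for 18-24 h at 37 deg C. Viability was read by CellTiter-Fluor fluorescence (Ex 405/Em 525) after 30 min, before the luciferase read.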
CCT modulator – High-Throughput Screening for Modulators of Cytosolic Chaperonin Activity; 360,000 tested, 0.3% active; activity change, % (test concentration not listed), hits read low; purified chaperonin ATPase assay, HTRF ADP detection, 30 min; in the data active means activity change below about -30%; further: on the % scale 0 is the no-effect control and ±100 the full control effect
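Nucleotide hydrolysis assay: TRiC at 20–40 nM final (set by batch activity) with 10 uM ATP, 30 min at 37 °C, in presence of 76 uM compound. Detection by competitive ADP HTRF, 30 min ambient.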
Nrf2 ARE act – qHTS of Nrf2 Activators; AREc32 ARE-luciferase reporter (MCF7-derived line), luminescence, 24 h; Potency, µM (highest dose often 46.1 µM), inactives show at the highest dose activation, usual class: activators; 410,000 tested, 0.31% active; AID 624171, 2012; further: potency means the concentration at half of the fitted maximal effect; % of control where 0% means no effect; nearly all actives have a fitted effect of over 65% in size
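Cells of the AREc32 ARE-luciferase line are plated in OPTI-MEM containing 5% FBS and left overnight at 37 deg C. Compounds are pinned in, incubation continues 24 hr, and firefly luciferase signal is then measured.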
ATXN viability – Viability Counterscreen for Primary qHTS for Inhibitors of ATXN expression | S2 cells (HEK-293 line with an ATXN2-luciferase reporter) viability, CellTiter-Fluor protease fluorescence, 24 h | Potency, µM (series often up to 56.7 µM), hits mostly cytotoxic | 400,000 tested, 0.49% active | AID 651635, 2014; further: potency means the concentration at half of the fitted maximal effect; nearly all actives have a fitted effect of over 40% in size
pAkt inh – HTS Assay for Inhibitors of Akt Phophorylation: Primary Screen; Neuro2A IGF-stimulated pAkt S473 HTRF, 20 min; active compounds read low; activity change, % for hits at 50 µM; 360,000 tested, 0.32% active; in the data active means activity change below about -80%; inconclusive means mostly about -51% to -80%; further: on the % scale 0 is the no-effect control and ±100 the full control effect
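Single-point screen (50 µM final compound) in Neuro2A cells stimulated 20 min with 6 nM IGF at 37 deg C. After lysis, Ser473-phosphorylated Akt read by HTRF (ex 330 nm, em 615/665 nm) as the 665/615 ratio.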
MmCpn inh – Inhibitors of TCP-1 ring complex (TRiC) of Methanococcus maripaludis (MmCpn): qHTS; Chaperonin Mm-Cpn (Methanococcus maripaludis); purified Mm-Cpn ATPase, ADP Transcreener TR-FRET; Potency, µM (top dose mostly 76.9 µM), for inactives: at the highest dose activity, negative = inhibition, usual class: inhibitors; 330,000 tested, 0.031% active; AID 504842, 2011; further: potency means the concentration at half of the fitted maximal effect; on the % scale 0 is the no-effect control and ±100 the full control effect; nearly all actives have a fitted effect of over 80% in size
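TR-FRET (320 nm excitation; 590 and 665 nm emission) reports ADP made from 10 uM ATP by 25 nM enzyme; compounds were preincubated 10 min, reaction run 30 min, both at 37°C.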
HepG2 viability – qHTS for Inhibitors of TGF-b: Cytotox Counterscreen; HepG2 CAGA-GFP viability, ATP luminescence, 18 h; Potency, µM (titrated, usually from 46.1 µM), for inactives: at the highest dose activity change, negative = cytotoxicity, usual class: cytotoxic; 410,000 tested, 0.76% active; further: potency means the concentration at half of the fitted maximal effect; some results filed as inactive show a strong effect at the top dose
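HepG2 CAGA-GFP cells (1000/well, DMEM with 1% FBS) received compound, then TGF-beta at 500 pg/mL final, and were incubated 18 hours at 37 degrees C. Viability was read by CellTiter-Glo luminescence. Media-only wells were set as complete cell-killing and DMSO as no toxicity.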
TGFb SMAD3 inh – qHTS for Inhibitors of TGF-b. AID 588855, 2011. 410,000 tested, 1.2% active. HepG2 CAGA-GFP TGF-b/SMAD3 reporter, GFP fluorescence, 18 h; TGF-beta stimulated, 500 pg/mL final. Potency, µM (titrated, usually from 46.1 µM), without a hit: top-dose activity, negative = inhibition, usual class: inhibitors; further: potency means the concentration at half of the fitted maximal effect; on the % scale 0 is the no-effect control and ±100 the full control effect; nearly all actives have a fitted effect of over 65% in size
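Read-out: total well GFP (ex488/em500-530) summed from mean per-cell fluorescence. Cells: HEPG2 CAGA-GFP, 1% FBS DMEM, 18 h at 37 degrees C with 500 pg/mL final TGF-beta. Unstimulated wells served as the full-inhibition control; stimulated DMSO wells = 0%.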
Nrf2 block – Nrf2 qHTS screen for inhibitors; Potency, µM (top dose mostly 46 µM), inactives show top-dose activity change, negative = inhibition, usual class: inhibitors; A549 ARE-Fluc reporter, luciferase luminescence, 18-24 h; 360,000 tested, 2.1% active; further: potency means the concentration at half of the fitted maximal effect; on the % scale 0 is the no-effect control and ±100 the full control effect; nearly all actives have a fitted effect of over 60% in size
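In this cell-based qHTS, ARE-driven firefly luciferase in A549 cells reports Nrf2 activity; the luminescent signal after BugLite lysis is the measured value, with a prior CellTiter-Fluor read for cell health.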
* marks the source's active call; other numbers are inactive results; i = inactive; ? = inconclusive; · = not tested or not shown; [ ] = remark or other dose. Unless noted, the call rests on the fitted dose curve; in most records, active means well fitted curve in the direction sought with a large enough effect; inconclusive means small, poorly fitted or top-dose-only effect, or another doubt; inactive means no such curve, though single readings can be large; an effect the other way counts as inactive or inconclusive. Not a hit list, and some 4.4% of all compounds hit somewhere here.

Fields: A549 viability, CCT modulator, Nrf2 ARE act, ATXN viability, pAkt inh, MmCpn inh, HepG2 viability, TGFb SMAD3 inh, Nrf2 block
1. CN(CC(=O)Nc1ccc(F)cc1)C(=O)COC(=O)COc1ccc(C#N)cc1
  -5%, -4.5, -0.8%, i, i, 4%, -11%, -18%, 5%
2. CCCCCCc1c(C)c2ccc(OCC(=O)N[C@@H](Cc3ccccc3)C(=O)O)cc2oc1=O
  -2%, -1.2, -0.5%, i, i, -3%, -10%, -8%, -13%
3. Cc1sc2nc(SCC(=O)NCc3ccco3)[nH]c(=O)c2c1C
  -2%, -3.1, 0.6%, i, i, 0%, 6%, 4%, -18%
4. N#CC1(C#N)C(c2ccccc2)OC23CCCCC2C1(C#N)C(=N)O3 (configuration not stated)
  -10%, 0.5, 0.3%, i, i, 0%, 26%, 32%, -7%
5. O=C(NCc1cc(C(F)(F)F)cc(C(F)(F)F)c1)C1CC(c2ccc(C(F)(F)F)cc2)=NO1 (configuration not stated)
  -4%, 3.0, 0.3%, i, i, ·, -28%, -8%, -17%
6. Cc1ccc(C(=O)NCc2cccs2)cc1S(=O)(=O)N1CCCCC1
  8%, -1.4, -0.6%, i, i, 1%, -4%, ?, -12%
7. Nc1cc(C(F)(F)F)ccc1-n1cccc1
  0%, 3.0, -1.0%, i, i, 4%, -1%, -14%, -18%
8. CCOC(=O)c1sc(NC(=O)CSc2nc(O)c(Cc3ccccc3)c(=O)[nH]2)nc1C
  -2%, -3.4, 0.2%, i, i, 3%, -12%, 1%, 8%
9. Cc1nnc(SCC(=O)OC2CC(C)CCC2C(C)C)[nH]c1=O (configuration not stated)
  -1%, -4.3, 0.2%, i, i, 0%, -4%, 9%, -14%
10. Fc1cccc(Cc2c(-c3ccccc3)nc3ccc(Cl)cn23)c1
  ·, 0.4, 3.0%, ?, i, ·, -32%, ?, ·
11. CCc1cccc(CC)c1NC(=O)COn1nnc2ccc(C(F)(F)F)cc21
  ?, -0.4, -0.2%, i, i, 0%, -5%, -32%, ?
12. Cc1cccc(N(CC(=O)NC2CCCCC2)C(=O)CCCC(=O)Nc2ccccn2)c1C
  -1%, -1.7, -0.6%, i, i, -1%, 1%, -11%, -2%
13. O=S(=O)(NCc1cccnc1)c1ccc2ccccc2c1
  1%, -0.8, 3.1%, i, i, 0%, -8%, 1%, -7%
14. Cc1ccc2c(c1)C(=O)C(=O)N2CCCOc1ccccc1C
  5%, -1.3, 7.1%, ?, i, 1%, -21%, ?, 18%
15. CN(C)C(C(=O)Nc1cc(Cl)cc(Cl)c1)c1ccccc1 (configuration not stated)
  0%, -0.9, 0.5%, i, i, 2%, -14%, 4%, -10%
16. CCS(=O)(=O)N1Cc2ccccc2CC1C(=O)OCC(=O)N(C(C)C)C(C)C (configuration not stated)
  -4%, -1.5, -0.8%, ?, i, 3%, 3%, 12%, -21%
17. COc1ccc(OC)c(C(=O)NC(CC(N)=O)c2ccc(NCCN3CCCCC3)c([N+](=O)[O-])c2)c1 (configuration not stated)
  3%, -1.2, 2.0%, i, i, 1%, -98%, ?, ?
18. C=CCN1[C@@H](Cc2ccccc2)COc2cc(N3CCSCC3)ccc2S1(=O)=O
  ·, 0.7, -0.2%, i, i, ·, ·, ·, ·
19. O=C(NCCO)c1ccccc1O
  -8%, -2.1, -0.2%, i, i, 3%, 2%, -8%, 2%
20. Cc1nc(N2CCCCC2)c2c(-c3cccs3)csc2n1
  16%, -4.0, 2.0%, i, i, -4%, 5%, -5%, 2%

Next part, starting with the last 2 of the part before.
Fields: A549 viability, CCT modulator, Nrf2 ARE act, ATXN viability, pAkt inh, MmCpn inh, HepG2 viability, TGFb SMAD3 inh, Nrf2 block
19. O=C(NCCO)c1ccccc1O
  -8%, -2.1, -0.2%, i, i, 3%, 2%, -8%, 2%
20. Cc1nc(N2CCCCC2)c2c(-c3cccs3)csc2n1
  16%, -4.0, 2.0%, i, i, -4%, 5%, -5%, 2%
21. CCn1c(=O)c([N+](=O)[O-])c(N2CCSCC2)c2ccccc21
  -8%, 3.2, -0.1%, i, i, 0%, 34%, -19%, 16µM*
22. Cc1ccc(-c2csc3nnc(SCC(=O)Nc4cccc(C)n4)n23)cc1
  1%, -1.9, 7.3%, i, i, -1%, -12%, -11%, 3%
23. CCOC(=O)N1CCN(C(=O)NC2CCCCC2)CC1
  2%, 1.7, -0.4%, i, i, 3%, 6%, 10%, 0%
24. COc1ccc(-c2nn3c(-c4cccc(C)c4)nnc3s2)cc1OC
  -11%, 1.7, 4.1%, i, i, ·, 13%, 16%, ?
25. CCN1CCN(C(=O)C(N)Cc2ccccc2)CC1 (configuration not stated)
  -19%, -1.7, 0.3%, ?, i, 1%, -2%, -1%, ?
26. CN(C)C(=O)c1c([N+](=O)[O-])ncn1C
  10%, -0.2, -0.6%, i, i, 1%, -36%, -18%, 14%
27. O=C(Cn1cnc2c(cnn2-c2ccc(F)cc2)c1=O)N1CCCc2ccccc21
  -9%, -1.7, 0.2%, i, i, -2%, -6%, ?, ?
28. COc1ccc(CN(CC(=O)NC2CCCC2)C(=O)c2ccc(-c3ccccc3)[nH]2)cc1
  -16%, 0.6, -0.1%, i, i, -1%, 1%, 3%, -17%
29. COc1cc(NC(=O)CCc2c(C)nn(-c3ccc4nncn4n3)c2C)cc(OC)c1OC
  -5%, ·, 2.4%, ·, ·, ·, -5%, -14%, ·
30. COc1cccc(N2CCN(c3ncnc4c3c(-c3ccccc3)cn4-c3ccc(C)cc3)CC2)c1
  8%, ·, -0.7%, ·, ·, ·, -11%, 0%, ·
31. CCOc1c(N2CCOCC2)c(=O)c1=O
  -5%, 0.9, -0.4%, i, i, -1%, 27%, 47%[activator], -9%
32. O=C(NC(c1ccc(Cl)cc1)c1ccsc1)C1CCN(Cc2cccc(C(F)(F)F)c2)CC1 (configuration not stated)
  ·, -1.1, 4.8%, i, i, ·, -38%, 0%, ·
33. Cc1c(C(=O)NCc2ccc(F)cc2)sc(=O)n1Cc1ccccc1F
  ·, 1.2, 4.0%, i, i, ·, -22%, -6%, ·
34. CCCCC(=O)Nc1ccc2c(c1)nc1n2CCSC1
  -1%, 0.1, 0.1%, i, i, ?, 0%, -2%, -7%
35. CCOC(=O)c1c(S(=O)(=O)NCC(=O)Nc2ccc(F)cc2C)c(C)n(C)c1C
  1%, ·, 1.0%, i, ·, ·, -19%, -14%, ·
36. CCOC(=O)c1ccc(NC(=O)c2nn(C)c3c2COc2ccccc2-3)cc1
  8%, ·, -0.5%, ·, ·, ·, 4%, -12%, ?
37. Cc1ccc(CNc2nc(Cl)c(C#N)s2)cc1
  -3%, -3.8, 2.5%, i, i, -2%, -4%, -3%, ?
38. COc1cc(NC(=O)CCCc2nnc3n(C)c(=O)c4sccc4n23)cc(OC)c1OC
  -3%, ·, -0.6%, ·, ·, ·, 1%, -1%, 10%
39. Cc1cccc(-n2nc3c([n+]2[O-])CCc2nonc2-3)c1C
  4%, -0.7, 0.8%, ?, i, 2%, 0%, 16%, -2%
40. Oc1c(C(c2ccc(Cl)cc2)N2CCOCC2)sc2nc(-c3ccco3)nn12 (configuration not stated)
  0%, ·, 5.3%, i, ·, ·, -38%, -29%, ·
41. CC(/C=N\N1CCN(c2ccc(Cl)cc2)CC1)=C\c1ccccc1
  -4%, -1.3, -0.4%, i, i, 1%, -2%, 12%, ·
42. CCOC(=O)N1CCN(C(=O)CCn2c(=S)[nH]c3ccccc3c2=O)CC1
  1%, -4.0, 0.2%, i, ·, 1%, -12%, -19%, ?
43. O=C(COC(=O)c1ccc([N+](=O)[O-])o1)NC1CCCc2ccccc21 (configuration not stated)
  -4%, -2.3, 7.1%, i, i, -5%, -18%, ?, 6%
44. CCN(C[C@H]1N[C@@](CC)(C(=O)OC)[C@H]2C(=O)N(Cc3ccccc3)C(=O)[C@@H]12)C(=O)NC(C)C
  0%, 0.1, -0.1%, i, i, -1%, 1%, 26%, -11%
45. Cc1ccccc1NC(=O)N1CCc2c(sc3c2CCCC3)C1c1ccccc1 (configuration not stated)
  9%, ·, 4.7%, i, ·, ·, -14%, 16%, ·
46. NN1C(=O)/C(=C\c2ccco2)SC1=S
  -14%, 0.8, 22%, i, i, -2%, -56%, ?, -8%
47. COc1ccccc1NC(=O)Cc1noc(CSc2nnc(C(F)(F)F)n2C)n1
  2%, 0.9, -0.4%, i, i, -1%, 8%, 1%, 12%
48. CC1=CC2=NC(=O)/C(=C\c3cc(C)n(-c4ccc(F)cc4)c3C)C(=N)N2O1
  -1%, -0.7, 0.8%, i, i, -1%, -1%, 14%, -8%
49. Cc1ccc(CNC(=O)Cc2c(C)c3cc4c(C)coc4cc3oc2=O)cc1
  0%, ·, -0.8%, ·, ·, ·, 2%, 3%, 6%
50. CC1(C)CC(=O)C=C(NNC(=O)c2ccccc2O)C1
  -4%, -2.6, -0.3%, i, i, 1%, -42%, 5%, ?
51. O=S(=O)(NCCc1ccccc1)c1cccc2nsnc12
  11%, -2.5, 0.3%, i, i, 0%, -13%, 4%, -25%
52. COc1ccc(Br)cc1S(=O)(=O)NNC(=O)c1c(C)nc2ccccn12
  -10%, -0.4, 0.5%, i, i, -1%, 1%, 2%, -18%
53. COc1ccc(NC(=O)CN2CCN(CC(=O)Nc3ccccc3Cl)CC2)cc1
  2%, 0.0, 3.2%, i, i, 1%, -4%, 4%, ·

Screening results: PubChem, National Center for Advancing Translational Sciences (NCATS)
